# Compound activity as filed in PubChem.
# DAX1 inh-1 = DAX1 (NR0B1) inhibitors on StAR promoter, primary screen, cell-based, luminescence, SF-1 (NR5A1), full-length DAX-1; HEK293T StAR-luciferase reporter, SF-1/DAX-1 repression relief; inhibition, % at 6.8 µM; 370,000 tested, 1.1% active; AID 652010, 2013;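 active = inhibition above the mean over all tested compounds plus 3 SD, cut at about 3.6% in these data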;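 note: 0% = DAX-1 cells with DMSO and 100% = cells lacking DAX-1 with DMSO; higher inhibition means more luminescence from relief of DAX-1 repression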
# DAX1 inh-2 = DAX1 (NR0B1) inhibitors, primary screen, cell-based, HEK293, Gal4-DAX1, luciferase luminescence. Nuclear receptor subfamily 0 group B member 1 (Homo sapiens), P51843. HEK293 Gal4-DAX1 luciferase reporter. inhibition, % at 6.75 µM. 340,000 tested, 0.99% active. AID 504766, 2011;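 active = inhibition above the mean over all tested compounds plus 3 SD, cut at about 4.2% in these data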;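 note: 0% = DAX1-transfected cells with DMSO and 100% = empty-vector control cells with DMSO; inhibition shows as a rise in luminescence from relieved DAX1 repression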
# Target sequence (P51843 207-470 limits assumed): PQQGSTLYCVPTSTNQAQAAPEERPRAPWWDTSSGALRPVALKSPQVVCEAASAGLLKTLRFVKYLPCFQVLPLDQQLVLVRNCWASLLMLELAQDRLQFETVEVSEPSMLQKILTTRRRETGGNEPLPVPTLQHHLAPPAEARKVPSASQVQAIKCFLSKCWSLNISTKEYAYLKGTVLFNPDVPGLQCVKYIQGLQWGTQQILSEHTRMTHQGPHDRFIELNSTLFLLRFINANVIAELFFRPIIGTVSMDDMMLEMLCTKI
# hcDAF-12 act = H. contortus DAF-12 nuclear receptor activators, primary screen, cell-based, luminescence, HEK293, lit1-tk-luc reporter. 370,000 tested, 1.4% active. AID 652067, 2013. activation, % at 6.8 µM. HEK293 hcDAF-12 lit1-tk-luc reporter; 0% DMSO, 100% Δ7-dafachronic acid;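 active = activation above the mean of all tested compounds plus 3 SD, cut at about 5.5% in these data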;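 note: 100% = response to 3 µM Δ7-dafachronic acid high control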
# SMARCA2 activ = SMARCA2 (BRM) function activators, primary screen, cell-based, luminescence, high throughput | AID 652017, 2013 | activation, % at 9.1 µM | MG213 cells, MMTV-luciferase reporter, dexamethasone, overnight | 370,000 tested, 1% active; in the data active = activation above about 7.8%;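 note: 0% = vehicle wells and 100% = reference activator wells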
# FXN GAA850 act = FXN promoter activators, primary screen, cell-based, luciferase luminescence, HEK293 lucGAA850; HEK293 lucGAA850 FXN promoter luciferase reporter, 24 h; percent of 10 µM SAHA response; activation, % at 6 µM; 360,000 tested, 0.56% active;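 active = activation above the average of all compounds screened plus 3 SD, cutoff fixed separately per campaign, cut at about 7.5% in these data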;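 note: 0% = DMSO wells and 100% = 10 µM SAHA wells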
# GC-B act = human GC-B receptor activators, primary screen, HEK293 GC-B cells, cGMP TR-FRET, EC30 CNP. Atrial natriuretic peptide receptor 2 (Homo sapiens), P20594. 0% at EC30 CNP, 100% saturating CNP. activation, % at 10 µM. 370,000 tested, 0.11% active;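 active = activation at 10 µM reaching about 35% in either raw or pattern-adjusted values, limit read from the data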
# HGIII-sPLA2 inh = human group III sPLA2 inhibitors, primary screen, biochemical, QFRET, BODIPY PC-A2 liposome substrate; QFRET BODIPY PC-A2 liposome hydrolysis, fluorescence; inhibition, % at 12.2 µM; 370,000 tested, 0.56% active; AID 743126, 2013;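 active = inhibition above mean plus 3 SD of compounds lying within the high and low control bounds, cut at about 19% in these data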;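 note: 0% = median of test compound wells and 100% = no enzyme DMSO wells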
# Target sequence (Q9NZ20 whole entry, looked up): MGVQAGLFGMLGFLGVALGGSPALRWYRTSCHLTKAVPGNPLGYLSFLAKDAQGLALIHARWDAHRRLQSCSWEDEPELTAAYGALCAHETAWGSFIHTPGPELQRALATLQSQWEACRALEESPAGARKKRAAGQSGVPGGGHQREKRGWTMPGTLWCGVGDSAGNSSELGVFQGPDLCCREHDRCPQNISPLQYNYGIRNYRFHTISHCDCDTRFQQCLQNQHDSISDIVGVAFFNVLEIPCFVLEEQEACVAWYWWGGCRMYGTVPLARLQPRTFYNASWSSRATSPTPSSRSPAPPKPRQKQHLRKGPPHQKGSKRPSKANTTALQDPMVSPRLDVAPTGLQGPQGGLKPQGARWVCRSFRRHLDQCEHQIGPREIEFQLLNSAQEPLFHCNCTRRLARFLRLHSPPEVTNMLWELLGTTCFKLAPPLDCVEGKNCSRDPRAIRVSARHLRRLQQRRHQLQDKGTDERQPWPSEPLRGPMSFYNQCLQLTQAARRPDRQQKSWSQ
# ssDAF-12 act = S. stercoralis DAF-12 nuclear receptor activators, primary screen, cell-based, luminescence, HEK293, GRIP1 co-expression, lit1-tk-luc. Nuclear hormone receptor DAF-12 (Strongyloides stercoralis). HEK293 ssDAF-12/GRIP1 lit1-tk-luc reporter; % of 3 µM dafachronic acid response. activation, % at 6.8 µM. 370,000 tested, 1% active. AID 652126, 2013;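 active = activation above the mean over all tested compounds plus 3 SD, cut at about 0.9% in these data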;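 note: 0% = DMSO-only wells and 100% = 3 µM delta7-dafachronic acid wells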
# hgDAF-12 ag = H. glycines DAF-12 receptor agonists, primary screen, cell-based, luminescence, HEK293, GAL4 fusion, UAS-luciferase; 370,000 tested, 1.8% active; AID 687014, 2013; HEK293 GAL4-hgDAF12 UAS-luciferase reporter, agonist luminescence; normalized to butyrate control; Nuclear hormone receptor DAF-12 (Heterodera glycines), GAL4 fusion; activation, % at 6.8 µM;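 active = activation above a cutoff set at the mean of all screened compounds plus 3 SD, cut at about 10% in these data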;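 note: 0% = DMSO wells and 100% = sodium butyrate wells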
# proKLK7 act = proKLK7 zymogen activators, primary screen, biochemical, fluorescence intensity; purified proKLK7, EDANS-DABCYL substrate fluorescence; 100% is mature enzyme control, 0% vehicle; 370,000 tested, 0.9% active; Kallikrein-7 (Homo sapiens), P49862; activation, % at 7 µM; AID 652039, 2013;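 active = activation above the mean of all tested compounds plus 3 SD, computed per campaign excluding outliers beyond control limits, cut at about 13% in these data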
# Target sequence (P49862 whole entry, looked up): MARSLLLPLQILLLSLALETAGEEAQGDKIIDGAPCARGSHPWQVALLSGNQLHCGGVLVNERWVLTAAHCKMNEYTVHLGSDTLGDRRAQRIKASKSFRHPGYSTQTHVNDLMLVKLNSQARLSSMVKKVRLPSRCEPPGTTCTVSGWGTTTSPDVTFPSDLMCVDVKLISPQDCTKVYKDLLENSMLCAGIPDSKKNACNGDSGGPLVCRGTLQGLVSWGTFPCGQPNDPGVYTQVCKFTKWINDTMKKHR
# NPR1 activator = GC-A stimulated cGMP production enhancers – HEK293 GC-A cells, cGMP TR-FRET, EC30 ANP, primary screen. 0% at EC30 ANP, 100% saturating ANP. 370,000 tested, 0.14% active. activation, % at 10 µM. AID 1671463, 2021; in the data active = activation above about 40%
# * hit, by the source's call; x = no result given.
SMILES,DAX1 inh-1,DAX1 inh-2,hcDAF-12 act,SMARCA2 activ,FXN GAA850 act,GC-B act,HGIII-sPLA2 inh,ssDAF-12 act,hgDAF-12 ag,proKLK7 act,NPR1 activator
CC(=O)Nc1ccc(S(=O)(=O)N2CCC(c3nc4c(nnn4Cc4ccccc4Cl)c(=O)[nH]3)CC2)cc1,-0.4,-1.2,-1.1,3.4,-2.2,5.2,-35.1,-0.4,-1.1,0.2,-2.7
COc1ccccc1NC(=O)C(C)N(C)CC(=O)Nc1cccc2ccccc12 (configuration not stated),-1.4,-2.2,-0.2,-0.3,1.3,1.8,-0.2,-0.7,-3.4,-0.1,-3.6
CCCCOc1ccc(N2C(=O)CC(NCCc3ccc(S(N)(=O)=O)cc3)C2=O)cc1 (configuration not stated),0.5,0.0,-1.3,-1.2,0.7,-3.2,-2.9,-1.2,1.9,0.1,-4.1
CCOc1ccc(N(CC(=O)NC(C(C)C)C(C)C)S(=O)(=O)c2ccc(OC)c(OC)c2)cc1,0.8,0.5,-0.4,-1.2,-0.2,-1.0,0.9,-1.1,-0.1,0.0,-2.4
CN(Cc1c(F)cccc1Cl)C(=O)C1=CC=CN2CCS(=O)(=O)N=C12,2.3,-0.1,0.3,-3.1,0.7,2.8,5.8,-1.1,2.1,0.1,-1.0
CC(C)NC(=O)C1CCN(C2CCN(Cc3cn[nH]c3-c3ccccc3)CC2)CC1,0.1,-0.2,-1.6,-0.1,1.1,3.3,1.5,-1.6,-2.9,0.7,-1.3
Cc1onc(-c2ccccc2Cl)c1C(=O)NCc1cccs1,0.2,-0.2,-1.4,2.6,-0.9,2.7,1.8,-1.3,1.3,0.0,-2.1
COC(=O)C1=C(C)N(C)C(=O)/C1=C\c1ccco1,-0.1,0.4,0.1,0.7,1.8,-0.5,1.5,0.1,2.1,1.2,-6.8
CCOc1ccc(N2C(=O)C3Sc4[nH]c(=O)sc4C(c4ccc(OC)c(OC)c4)C3C2=O)cc1 (configuration not stated),-0.2,0.9,-1.2,-5.0,1.8,1.8,-2.5,-1.4,-2.7,1.4,-0.5
Nc1nc(-c2ccc(-c3ccccc3)cc2)cs1,6.3*,0.6,5.1,2.9,4.1,-4.2,-1.4,-0.5,18.5*,-0.8,14.1
O=S(=O)(Cc1ccc(Cl)cc1)Nc1ccc2c(c1)OCO2,1.2,1.4,-1.2,-1.7,-1.4,0.1,-2.4,-1.2,1.2,-0.6,5.5
CN1CCC(N(C)S(=O)(=O)c2ccc(NC(=O)COc3ccc(F)cc3)cc2)CC1,1.0,0.3,-0.8,-4.2,0.7,0.8,8.1,-1.0,1.6,-0.4,0.1
N#C/C(=C/c1ccc(C(=O)O)cc1)C(=O)NCc1ccccc1,1.3,-0.1,-1.1,-0.2,2.0,-4.3,1.2,-1.6,0.3,-0.6,-0.1
Cc1ccccc1Cn1c(=O)n(CCCC(=O)NCc2ccco2)c(=O)c2ccccc21,-0.9,-0.5,-2.8,0.1,1.9,17.3,-11.9,-0.8,-2.2,0.9,7.0
O=[N+]([O-])c1ccc([C@H](O)[C@H](CO)N=Cc2ccccc2O)cc1,0.1,0.2,1.3,-0.2,-1.8,-2.2,5.7,-1.0,-0.2,-0.3,9.5
CCOc1ccc(C(=O)Nc2ccc(C(F)(F)F)n(C)c2=O)cc1,0.0,1.9,-1.0,1.9,0.6,2.5,-2.2,-1.8,-1.6,-0.1,-1.1
CC(C)CNC(=O)c1cc2nc3c(c(C(F)(F)F)n2n1)CCc1ccccc1-3,-0.5,-0.7,-1.9,-2.5,-1.2,5.2,4.0,-1.8,-0.4,-0.7,4.1
COc1cc(NC(=O)c2ccccc2)c(OC)cc1NC(=O)CSc1[nH]c(=O)cc(C)c1C#N,0.2,4.4*,-0.5,-1.1,-3.0,7.4,-6.1,-0.8,0.5,-0.5,8.9
COc1ccc(-c2cc(C(=O)Nc3ccc(S(=O)(=O)Nc4onc(C)c4C)cc3)c3ccccc3n2)cc1OC,0.1,-0.8,-1.9,-1.6,3.5,-4.9,-9.7,-1.5,-0.1,0.3,0.2
COc1ccc2oc(C(=O)N(Cc3ccco3)Cc3cccs3)c(C)c2c1,0.1,0.5,0.9,-0.3,4.3,-1.4,-3.4,-0.5,3.5,-1.0,-2.2
O=C1C2CCCN2C(=O)N1CCCN1CCN(c2cccc(Br)c2)CC1 (configuration not stated),-0.3,1.4,-3.6,-0.8,-0.5,3.3,3.2,-0.8,-1.8,0.0,4.1
CCOC(=O)c1nn(-c2c(C)n(C)n(-c3ccccc3)c2=O)cc1O,0.2,-0.8,0.6,0.1,2.9,5.1,6.5,-1.1,2.6,-0.2,-0.6
Cc1ccc(/C=N/N=C2\SCC(=O)N2CC2CC2)cc1,0.3,0.2,-2.7,0.6,-1.0,-4.8,-6.5,-1.3,-1.7,0.0,8.0
COc1cccc2cc(/C(C)=N/NC(=O)c3ccco3)oc12,1.2,2.7,1.9,5.8,3.5,4.8,-2.5,-0.7,4.7,0.1,-0.7
CC(C)n1cc(/C=C2/SC(=O)N(CC(=O)N3CCCC3)C2=O)c2ccccc21,-0.1,0.2,-0.5,-1.6,-2.5,4.3,-2.9,-1.2,1.4,-0.6,1.0
O=C(O)CSc1c(-c2cccs2)[nH]c2ccccc12,-0.9,0.3,0.0,0.1,-0.7,-0.6,-0.5,-1.0,-0.5,0.8,-0.1
Cc1ccccc1N1CCN(S(=O)(=O)c2ccc3c(c2)oc(=O)n3C)CC1,-0.9,x,-2.8,-0.5,x,-3.2,-5.1,-1.7,-1.8,0.1,0.8
COCn1c(=O)c2c(nc(SC3=NCCS3)n2Cc2ccccc2C)n(COC)c1=O,-0.4,0.6,-2.1,2.5,2.4,2.2,-0.1,-1.5,-1.8,0.6,6.5
O=C(N/N=C/C1C(c2ccccc2)C1(Cl)Cl)c1cccc(Br)c1 (configuration not stated),0.5,-1.1,-1.0,1.1,5.0,-1.3,6.0,-1.0,1.7,-0.6,0.4
O=C(NCc1nnnn1-c1ccc(F)c(F)c1)c1cc2ccccc2o1,-1.4,-1.5,-0.1,-2.2,0.6,-11.2,5.6,-0.7,-0.4,0.2,-2.1
O=C(O)CN(Cc1ccccc1)S(=O)(=O)c1ccc(F)cc1,0.3,-0.4,-1.4,-2.5,-2.3,1.6,5.4,-1.7,1.9,-0.3,0.1
Cc1cnc(C(=O)Nc2ccc(C(C)C)cc2)cn1,2.3,1.2,1.8,1.9,0.8,2.8,-2.8,-1.3,12.4*,0.3,2.6
COc1ccc(/C=C/C(=O)Nc2sc(Cc3ccccc3)c(C)c2C(N)=O)cc1,0.3,-0.5,0.8,0.0,3.0,-5.0,0.5,-0.7,-3.1,0.6,6.2
Cc1ccccc1-c1coc2cc(O)ccc2c1=O,0.0,-0.5,0.8,0.5,1.2,-0.6,-5.8,-0.9,0.5,-23.5,1.9
CCCc1cc(=O)oc2cc(OCC(=O)NCCCn3ccnc3)ccc12,-0.2,0.2,-1.1,0.4,-0.2,8.6,0.3,-1.1,0.7,-0.1,-4.0
CC(=O)OCCN(Cc1ccccc1)Cc1ccc2c(c1)OCO2,-0.3,-0.8,-1.1,2.1,0.5,-1.4,-0.4,-1.7,-0.8,-0.2,-3.4
O=C(NCC1CC1)c1ccc(Oc2cc(Cl)cc(Cl)c2)o1,-0.1,0.7,-1.0,-4.1,1.2,-6.7,-2.4,-1.3,-1.5,-0.1,2.8
OCCC1CN(Cc2ccc3c(c2)CCO3)CCN1Cc1ccc(F)cc1 (configuration not stated),0.1,-1.0,0.2,-2.9,1.1,6.3,9.2,-1.0,1.4,0.2,4.6
O=C(NCCCN1CCCCCC1)c1ccc(CS(=O)(=O)Cc2ccccc2F)o1,0.3,-0.2,0.0,1.2,0.9,-8.9,-11.1,-1.3,-1.5,-0.8,-24.1
Cc1ccc(S(=O)(=O)N2CCCCC2)cc1NC(=O)CNc1ccc(C(F)(F)F)cc1,-0.9,0.6,-0.3,-2.3,-0.1,3.0,-9.0,-1.6,-2.4,0.1,3.9

# 3 compounds drawn at random from the list so far, as already listed:
SMILES,DAX1 inh-1,DAX1 inh-2,hcDAF-12 act,SMARCA2 activ,FXN GAA850 act,GC-B act,HGIII-sPLA2 inh,ssDAF-12 act,hgDAF-12 ag,proKLK7 act,NPR1 activator
O=C(NCC1CC1)c1ccc(Oc2cc(Cl)cc(Cl)c2)o1,-0.1,0.7,-1.0,-4.1,1.2,-6.7,-2.4,-1.3,-1.5,-0.1,2.8
O=C(O)CN(Cc1ccccc1)S(=O)(=O)c1ccc(F)cc1,0.3,-0.4,-1.4,-2.5,-2.3,1.6,5.4,-1.7,1.9,-0.3,0.1
COc1cccc2cc(/C(C)=N/NC(=O)c3ccco3)oc12,1.2,2.7,1.9,5.8,3.5,4.8,-2.5,-0.7,4.7,0.1,-0.7

# Additional records.
SMILES,DAX1 inh-1,DAX1 inh-2,hcDAF-12 act,SMARCA2 activ,FXN GAA850 act,GC-B act,HGIII-sPLA2 inh,ssDAF-12 act,hgDAF-12 ag,proKLK7 act,NPR1 activator
COc1ccc(C(Cl)=C(c2ccc(OC)cc2)c2ccc(OC)cc2)cc1,0.1,-1.0,-1.0,-6.7,0.6,-3.5,-3.1,-1.9,-3.4,-5.1,-1.3
CS(=O)(=O)N1CCC(C(=O)NCCc2ccccc2)CC1,0.0,-0.3,2.1,1.6,0.4,2.4,3.6,-0.7,-2.5,-0.6,-5.9
Cc1ccccc1Cn1ccc(NC(=O)c2nc3ncccn3n2)n1,0.1,1.5,0.5,2.7,2.4,2.4,4.9,-1.1,-0.7,-0.8,0.5
CCC(=O)Nc1ccc(S(=O)(=O)NCc2ccco2)cc1,0.1,-0.8,1.3,0.1,0.2,5.7,-7.3,-0.9,0.3,0.4,1.6
Clc1ccc(-c2nc3ccc(Cl)cn3c2Cc2ccccc2)cc1,3.5,1.8,-1.4,-2.3,1.3,24.9,-8.3,0.5,4.6,-3.0,18.5
CCOC(=O)N1CCN(c2c(NCc3ccc(Cl)cc3)c(=O)c2=O)CC1,-0.5,-0.1,-0.6,-3.9,-2.2,-3.7,-1.5,-0.7,-1.3,0.3,0.8
CC(=O)N1CCN(C(=O)c2cc(S(=O)(=O)N(C)Cc3ccccc3)ccc2Cl)CC1,0.1,-0.7,0.4,0.6,0.2,3.5,3.2,-0.9,1.9,0.0,1.7
Cc1ccc(S(=O)(=O)N2CCCC2CNC(=O)C(=O)NCc2ccccn2)cc1 (configuration not stated),-0.9,2.1,0.0,-1.1,-0.1,0.1,10.1,-0.6,-0.3,-1.1,3.2
